Assay outcomes deposited in PubChem by National Center for Advancing Translational Sciences (NCATS).
TRHR ag = TRH receptor (human) agonism | P34981 | TRHR cells, calcium flux fluo-8, FDSS agonist mode | activation, % at 2 µM | 0.18% of 360,000 active | AID 493084; note: 0% is about no effect
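Read-out: compound-evoked intracellular calcium rise in TRHR cells, fluo-8 dye, kinetic FDSS fluorescence at 1 s/cycle following a 10-cycle baseline. Cells cultured overnight before dye loading (30 min–1.5 h, RT).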
RXFP1 antagonist = antagonists of human relaxin receptor RXFP1; activity change, negative = inhibition, % at 57.5 µM; 0.59% of 350,000 active; AID 1259400; HEK293-RXFP1, relaxin-stimulated cAMP HTRF, 30 min; active compounds read low; Q9HBX9;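 active = activity change of -60% or lower, but not beyond a set lower limit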; note: % is set by controls: 0 for no effect and ±100 for the full control effect
Target sequence (Q9HBX9 whole entry, looked up): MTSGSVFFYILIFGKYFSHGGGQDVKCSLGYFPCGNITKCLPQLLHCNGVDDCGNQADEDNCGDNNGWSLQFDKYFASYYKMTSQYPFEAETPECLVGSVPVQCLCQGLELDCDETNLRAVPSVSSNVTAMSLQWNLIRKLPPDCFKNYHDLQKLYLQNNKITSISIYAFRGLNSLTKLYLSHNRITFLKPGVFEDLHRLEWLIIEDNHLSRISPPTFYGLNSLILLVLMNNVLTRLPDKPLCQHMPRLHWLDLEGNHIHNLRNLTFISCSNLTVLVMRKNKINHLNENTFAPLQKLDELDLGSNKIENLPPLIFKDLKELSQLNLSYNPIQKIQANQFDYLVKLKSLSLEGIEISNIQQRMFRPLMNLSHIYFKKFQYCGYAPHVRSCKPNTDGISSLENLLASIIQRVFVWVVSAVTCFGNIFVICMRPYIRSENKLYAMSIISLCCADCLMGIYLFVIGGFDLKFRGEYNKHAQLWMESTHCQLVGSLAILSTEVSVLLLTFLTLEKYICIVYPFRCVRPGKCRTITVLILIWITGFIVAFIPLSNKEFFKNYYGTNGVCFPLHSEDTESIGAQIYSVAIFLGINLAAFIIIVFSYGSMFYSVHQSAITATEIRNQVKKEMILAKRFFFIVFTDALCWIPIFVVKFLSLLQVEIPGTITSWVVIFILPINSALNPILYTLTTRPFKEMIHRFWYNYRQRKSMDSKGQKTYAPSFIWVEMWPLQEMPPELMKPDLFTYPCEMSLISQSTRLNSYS
D2 antagonist = antagonizes the human D2 dopamine receptor. HEK293 TREx D2 cells, calcium flux, dopamine EC80. inhibition, % at 10 µM. 2% of 340,000 active. AID 485344; in the data active = inhibition above about 30%; note: 0% is about no effect
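Inhibition of EC80 dopamine-driven calcium flux, recorded kinetically, defines activity here; cells are a tetracycline-induced HEK293 T-REx line expressing force-coupled D2.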
D1 antagonist = antagonists of human D1 dopamine receptor; 3.2% of 360,000 active; P21728; activity change, negative = inhibition, % at 10 µM; HEK293 TREx D1 cells, calcium flux, dopamine EC80; active compounds read low; AID 504652; in the data active = activity change below about -30%; note: % is set by controls: 0 for no effect and ±100 for the full control effect
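Tetracycline-induced HEK293 T-REx cells with force-coupled D1 receptor were loaded with a no-wash calcium dye. Compound was added after a 10 s baseline and read kinetically for 180 s; EC80 dopamine was then added and calcium flux followed another 180 s.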
D2 PAM = D2 dopamine receptor (human) potentiation. potentiation, % at 10 µM. 0.34% of 340,000 active. P14416. AID 485347. HEK293 T-REx D2, calcium flux, EC20 dopamine potentiation;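 active = potentiation over 3 SD above the plate norm, cut at about 30% in these data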; note: 0% is about no effect
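Potentiation of an EC20 dopamine calcium response is measured in a force-coupled, tetracycline-inducible Hek293 Trex D2 line. Compound-only kinetic reads over 180 s flag agonists before dopamine addition.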
D1 agonist = human D1 receptor agonism; HEK293 T-REx D1 cells, calcium flux, agonist mode; activation, % at 2 µM; 1% of 360,000 active; AID 504660; note: 0% is about no effect
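Tetracycline-induced HEK293 TREx D1 cells, force-coupled to calcium signalling, were dye-loaded with a no-wash calcium kit. Compound was pin-added after a 10 s baseline. Fluorescence was read kinetically at 1 cycle/s for 180 s, with calcium rises flagged as agonism.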
D2 agonist = D2 dopamine receptor (human) agonism | activation, % at 2 µM | 0.53% of 340,000 active | P14416 | HEK293 T-REx D2 cells, calcium flux agonist mode | AID 485358;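 active = activation over 3 SD above normal in the single-dose calcium agonist read, cut at about 30% in these data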; note: 0% is about no effect
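HEK293 Trex D2 cells, tetracycline-induced, o/n 30 C 5% CO2; no-wash Ca dye, RT 30–90 min; 10-cycle baseline, 23 nl cpd added, kinetic Ca read 180 s; agonist hits = positive Ca response.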
TRHR enhancer = TRH receptor (human) allosteric enhancement | TRHR cells, fluo-8 calcium fluorescence, EC20 TRH enhancement | enhancement, % at 2 µM | 0.66% of 360,000 active | P34981; in the data active = enhancement above about 30%; note: 0% is about no effect
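Enhancer read-out: after compound pinning and an initial kinetic agonist-mode read, an EC20 of TRH (10 nM final) was injected and fluo-8 calcium signal (Ex 480/Em 530) followed at 1 s/cycle for 100 cycles in TRHR-expressing cells.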
D1 potentiator = human D1 dopamine receptor positive modulation. 0.036% of 360,000 active. HEK293 TREx D1 cells, calcium flux, dopamine EC20 potentiation. potentiation, % at 10 µM. P21728. AID 504651; in the data active = potentiation above about 30%; note: 0% is about no effect
The depositor's hits bear a star; nt = not tested or not shown; & = joins results of further samples. Cut-off read from the data, not from the text of the source, unless noted: active = activation above about 30%; inactive = the rest.

SMILES | TRHR ag | RXFP1 antagonist | D2 antagonist | D1 antagonist | D2 PAM | D1 agonist | D2 agonist | TRHR enhancer | D1 potentiator
CCOC(=O)Cn1c(CCC(=O)O)ccc1-c1ccc(F)cc1 | 0.0 | nt | 2 | 2 | -6 | 0 | -0.4 | -2 | 1
COc1ccc(S(=O)(=O)N2CC(C)N(C(=O)N(C)C)C2C(C)C)cc1 (stereo not drawn) | -0.1 | -6 | 17 | 8 | -2 | 2 | -0.3 | 0 | -7
O=C(CSc1nc2ccccc2n1Cc1ccccc1)N/N=C/c1ccco1 | 0.2 | -21 | 10 | 6 | 8 | -1 | -0.5 | -4 | -2
COc1ccc(CCNC(=O)c2cn3ccc(C)cc3n2)cc1OC | 0.0 | -3 | -6 | -11 | 5 | 0 | 0.0 | 8 | -2
O=C(CCCc1ccccc1)NCc1ccc(Cl)cc1 | -0.9 | -36 | 4 | 2 | 12 | -1 | 0.8 | 1 | -13
COc1ccccc1C1NC(=O)NC(C)=C1C(=O)OC1CCC(C)CC1 (stereo not drawn) | -0.4 | 4 | -6 | -2 | -6 | 2 | 0.4 | 2 | -1
Cc1cccc(CN2CCN(C3CCCC3)C(CCO)C2)n1 (stereo not drawn) | -0.7 | 1 | 19 | -6 | -4 | 2 | 2.7 | -6 | 0
COc1cccc2cc(C(=O)N3CCc4ccccc43)c(=O)oc12 | -0.8 | -3 | 3 | 1 | 1 | 0 | -1.6 | 2 | -2
CCOc1cc(/C=N/NC(=O)COc2ccccc2C)ccc1OC(=O)c1cccs1 | 0.6 | 4 | 8 | -15 | 1 | 1 | 0.2 | -2 | 3
COc1ccc(NS(=O)(=O)c2cccc(C(=O)N(C)Cc3cccs3)c2)cc1 | -0.8 | -4 | 0 | -25 | 25 | 17 | 0.1 | 5 | -8
O=C1CCCN1CN1CCCCC1 | 0.5 | 1 | 0 | 8 | 1 | 1 | 0.2 | -1 | -5
O=C(NCc1cccnc1)Nc1ccc2c(c1)OCO2 | 1.4 | -4 | -19 | -9 | 2 | 1 | 0.3 | 0 | -5
COc1ccc2[nH]c(=O)c(C(c3nnnn3C3CCCC3)N(C)C3CCCCC3)cc2c1 (stereo not drawn) | -0.4 | -3 | -4 | 6 | -2 | 2 | -0.1 | 2 | -4
Cc1cccc(C(=O)NCc2nnc(SC(C)C(=O)Nc3nnc(C)s3)n2C)c1 (stereo not drawn) | 0.0 | 14 | 8 | 3 | -6 | 1 | -0.7 | 38* | -2
CC(C)CC(N)c1cn([C@@H](CCC(=O)O)C(=O)N2CCNCC2)nn1 (stereo partly drawn) | -0.3 | nt | -3 | -19 | -3 | -1 | -0.2 | -2 | 1
N#Cc1nc(COc2ccc(Cl)cc2)oc1N1CCCC1 | -0.5 | 1 | -3 | -32* | -8 | 1 | -1.1 | 1 | -9
COCCNC(=O)CCc1c(C)nc2c(c(C)nn2-c2ccc(C)cc2)c1C | -0.4&-0.4 | 8&-10 | 11 | -4&-14 | -6&-4 | 3&3 | 0.2&0.2 | 1&0 | -1&-4
CC(C)NC(=O)COC(=O)Cn1[nH]c(=O)c2ccccc2c1=O | 1.0 | -4 | 11 | 8 | -3 | 1 | 1.2 | 3 | 9
CC(C)(C)c1ccc(-c2n[nH]c(=S)n2-c2ccccc2)cc1 | -0.2 | -29 | nt | 30 | nt | 2 | nt | 0 | -2
CCOC(=O)c1cc(C#N)c(N2CCNCC2)nc1C(F)(F)F | 6.0 | 15 | 12 | -9 | -2 | 6 | 6.7 | -4 | -2
COC(=O)c1ccccc1NC(=O)CSc1nc(-c2ccccc2)cc(C(F)(F)F)n1 | 0.5 | -9 | nt | -42* | 9 | 4 | nt | -1 | -7
COC(=O)c1ccc(NC(=O)CSc2nncn2-c2cccnc2)cc1 | -0.1 | -6 | -1 | -27 | 8 | -3 | -0.2 | -6 | -4
CCCc1[nH]nc2c1C(c1ccncc1)C(C#N)=C(N)O2 (stereo not drawn) | -1.5 | -9 | 0 | -3 | -6 | 3 | 0.3 | 3 | -8
Cc1cnc(C(=O)NC2CCSc3ccccc32)cn1 (stereo not drawn) | -0.5 | -4 | 16 | 23 | -5 | 8 | 0.0 | -10 | 3
O=C(N/C(=C/c1ccc(Br)cc1)C(=O)N1CCCC1=O)c1ccco1 | -0.5 | -7 | -11 | -13 | 3 | 2 | 1.4 | -6 | 1
O=C(CCNC(=O)c1ccc([N+](=O)[O-])cc1)Nc1ccc(F)cc1 | -1.1 | 4 | -35 | -39* | 15 | 3 | -1.0 | 2 | -1
COc1cccc(NC(=O)COC(=O)COc2cccc3c2OC(C)(C)C3)c1 | -0.9 | -9 | 2 | -5 | -12 | 4 | -0.3 | 0 | 4
CC(C)CNC(=O)c1ccc(NC(=O)c2cccs2)cc1 | -0.1 | 1 | 10 | -3 | 1 | 1 | 0.0 | 0 | 6
Cc1cc(C(F)(F)F)nc(SCCN2CCCCC2)c1C#N | 0.4 | -9 | -8 | -9 | -18 | 4 | -0.9 | 0 | 2
Cc1cccc(NC(=O)CC2(CC(=O)O)CCCC2)c1 | 0.5 | 7 | -19 | 7 | -4 | 3 | 0.7 | -2 | -4
COc1cc(C2C(=O)N(C3CCCCC3)CC(=O)N2C2CCCC2)ccc1OC(C)C (stereo not drawn) | 0.0 | 4 | nt | 6 | 3 | -4 | -0.8 | 5 | 1
COc1ccccc1C(CNC(=O)c1ccc(S(=O)(=O)NCc2ccco2)cc1)N(C)C (stereo not drawn) | -0.1 | -1 | -28 | 8 | -6 | 0 | 1.5 | 3 | -4
Oc1ccccc1Nc1nc(NCc2ccccc2)c2ccccc2n1 | 0.2 | -79* | 12 | 4 | 0 | 1 | -0.8 | 1 | 4
CC(=O)Nc1ccc(S(=O)(=O)N2CCC(c3nnnn3-c3ccccc3)CC2)cc1 | 0.6 | -11 | nt | -5 | 1 | 6 | 1.0 | -3 | -3
O=C(CNC(=O)c1ccc(Cl)cc1Cl)OC(C(=O)Nc1cc(C(F)(F)F)ccc1Cl)c1ccccc1 (stereo not drawn) | -0.4 | nt | nt | 6 | nt | 7 | nt | 11 | -4
O=C(c1ccccc1)c1c[nH]c2ccccc12 | 0.9 | 1 | -3 | -13 | -17 | 2 | 0.2 | 0 | -10
Cc1cccc(Nc2nnc(SCC(=O)c3ccc(O)cc3O)s2)c1 | 0.0 | -20 | -9 | 0 | -3 | 2 | -0.8 | 6 | -4
O=C(NC1CCCCC1)C(c1ccccc1)N1CCc2ccccc21 (stereo not drawn) | -0.8 | nt | 5 | 6 | 4 | 0 | 0.1 | -8 | -5
CC(C)(C)c1ccc(C(=O)N2CCCC2)s1 | -1.1 | -6 | 3 | 12 | 7 | 4 | 0.4 | -2 | 1
O=C(c1ccc(OC2CCN(CCc3ccccc3)CC2)cc1)N1CCC[C@H]1CO | 0.7 | -1 | -3 | -79* | -8 | 0 | 1.2 | 5 | -5
Cc1ccc(C)c(NC(=O)Nc2cc3c(cc2N2CCCCC2)n(C)c(=O)n3C)c1 | 0.6 | -36 | nt | 3 | nt | 0 | -1.7 | -9 | -5
COc1cc(/C=N/N=C2\CC3CCC2(C)C3(C)C)ccc1O (stereo not drawn) | -0.4 | -2 | 1 | -60* | -5 | 3 | -0.2 | 0 | 0
O=C(CCC(=O)N1CCSc2ccccc21)Nc1ccc(F)cc1 | -0.5 | -1 | -12 | -7 | -13 | 5 | -0.8 | -5 | 3
CCCN1C=CC(=C/C=C(\C#N)C(=O)OCC)C=C1 | 58* | nt | -6 | -7 | 0 | 33* | 34* | 6 | 0
O=C1OC2(CCCC2)OC(=O)C1=Cc1c[nH]c2ccccc12 | 0.2 | -7 | nt | -3 | nt | 0 | nt | -10 | -3
O=C(CCCCCn1c(=O)[nH]c2ccsc2c1=O)NCc1cccs1 | 0.3 | -5 | -8 | 7 | 2 | 1 | 0.1 | 2 | 0
O=C(NC(NC1CCS(=O)(=O)C1)C(=O)c1ccccc1)c1ccc(Cl)cc1 (stereo not drawn) | -1.1 | 3 | 5 | 5 | 6 | 0 | 0.2 | 5 | 1
CCC(=O)Nc1c(-c2ccccc2Cl)c(=O)c2ccccc2n1CC | 0.8 | -9 | 5 | 0 | -1 | 4 | 0.7 | -6 | -3

Four entries from above, field by field.
CCC(=O)Nc1c(-c2ccccc2Cl)c(=O)c2ccccc2n1CC
  TRHR ag: 0.8; RXFP1 antagonist: -9; D2 antagonist: 5; D1 antagonist: 0; D2 PAM: -1; D1 agonist: 4; D2 agonist: 0.7; TRHR enhancer: -6; D1 potentiator: -3
O=C(NC(NC1CCS(=O)(=O)C1)C(=O)c1ccccc1)c1ccc(Cl)cc1 (stereo not drawn)
  TRHR ag: -1.1; RXFP1 antagonist: 3; D2 antagonist: 5; D1 antagonist: 5; D2 PAM: 6; D1 agonist: 0; D2 agonist: 0.2; TRHR enhancer: 5; D1 potentiator: 1
CCCN1C=CC(=C/C=C(\C#N)C(=O)OCC)C=C1
  TRHR ag: 58*; RXFP1 antagonist: nt; D2 antagonist: -6; D1 antagonist: -7; D2 PAM: 0; D1 agonist: 33*; D2 agonist: 34*; TRHR enhancer: 6; D1 potentiator: 0
O=C(NC1CCCCC1)C(c1ccccc1)N1CCc2ccccc21 (stereo not drawn)
  TRHR ag: -0.8; RXFP1 antagonist: nt; D2 antagonist: 5; D1 antagonist: 6; D2 PAM: 4; D1 agonist: 0; D2 agonist: 0.1; TRHR enhancer: -8; D1 potentiator: -5

Next part.
SMILES | TRHR ag | RXFP1 antagonist | D2 antagonist | D1 antagonist | D2 PAM | D1 agonist | D2 agonist | TRHR enhancer | D1 potentiator
COc1ccc(NC(=O)c2c(NC(=O)CNCc3ccco3)sc3c2CCC3)cc1 | -1.1 | -28 | -8 | -12 | 2 | 6 | 0.3 | 13 | -5
COc1ccc(/C=C2\SC(=S)N(CCC(=O)NCCc3ccc(O)cc3)C2=O)cc1 | 0.3 | -3 | 1 | -3 | 2 | 10 | 0.0 | 1 | -6
CC(=O)N1CCc2cc(Br)cc(S(=O)(=O)NCCCN(C)Cc3ccccc3)c21 | -0.6 | 6 | -77 | -15 | 10 | 8 | 0.5 | 26 | -10
O=S(=O)(Nc1ccc(Cl)cc1)c1cccc(S(=O)(=O)c2ccc(Cl)c(Cl)c2)c1 | 1.8 | nt | nt | 13 | 17 | 0 | -0.2 | -7 | -3
CCOc1cc(C2C(C#N)=C(N)Oc3n[nH]c(C)c32)ccc1OCCN1CCOCC1 (stereo not drawn) | 0.2 | 4 | nt | 14 | -6 | 1 | nt | 0 | 2
O=C(Nc1ccc(F)cc1)c1ccccc1S(=O)(=O)c1ccccc1[N+](=O)[O-] | 0.4 | -6 | 13 | -13 | 8 | 3 | 1.3 | 1 | -6
N#Cc1c(NC2CCCCC2)nc(-c2ccco2)c2c1CCCC2 | 0.5 | -10 | -16 | 3 | -15 | 2 | -0.6 | 7 | 3
CC1CCC(C(C)C)C(OCC(O)CNC(C)C)C1 (stereo not drawn) | -0.2 | -6 | 15 | 29 | -1 | 6 | -0.4 | -1 | 4
O=C(Nc1nnc(CC2=CCCCC2)s1)c1cccs1 | 0.7 | -3 | 0 | -1 | -5 | 1 | -0.4 | -1 | 0
COc1ccc(OC)c(NC(=O)Cc2c(C)n(C(=O)c3ccc(Cl)cc3)c3ccc(OC)cc23)c1 | 1.5 | 4 | nt | 13 | -3 | 0 | 0.0 | -7 | 0
